HIV RNase H inh: blocks HIV-1 RNase H cleavage of RNA/DNA duplex; P04585; RT-RNase H RNA/DNA duplex cleavage, fluorescence; inhibition, % at 10 µM; 65,000 tested, 1.9% active; AID 565; in the data active means inhibition above about 50%
RmlC RmlD mix: RmlC/RmlD inhibition, mixture screen | RmlC/RmlD coupled enzyme inhibition, 384-well mixture HTS | inhibition, % at 5.5 µM | 110,000 tested, 0.39% active | AID 1532; in the data active means inhibition above about 30%, passing the limit was not always enough; further: strong numbers were not always called active
Numbers without * were called inactive. Not all compounds are listed; count on the stated rates, not on these rows.

Screening O=C1C2C3C=CC(C3=C(c3ccccc3)c3ccccc3)C2C(=O)N1Cc1ccccc1 (centres undefined) returned RmlC RmlD mix 5.4.
For COc1ccc(/C=N/NC(=O)c2ccc(Cn3cc([N+](=O)[O-])cn3)o2)cc1O the results were RmlC RmlD mix 11.5.
For O=C(NCc1ccc2c(c1)OCO2)C1CCN(S(=O)(=O)c2cccs2)CC1 the results were HIV RNase H inh 6.5 and RmlC RmlD mix 8.2.
`COc1c(C)cc(S(=O)(=O)NC2CC(C)(C)NC(C)(C)C2)c(C)c1C` gave RmlC RmlD mix -10.5.
Screening CCn1c(=O)n(CC(=O)N(C)Cc2ccccc2)c(=O)c2ccccc21 returned HIV RNase H inh -3.8 and RmlC RmlD mix 33.6.
`Cc1ccc(-c2n[nH]c(=S)n2Cc2ccccc2)cc1` gave RmlC RmlD mix -8.9.
Screening COc1ccc(CNc2nn[nH]n2)cc1OC returned RmlC RmlD mix -7.1.
N#CC1=C(N)OC2=C(C(=O)CCC2)C1Cc1ccccc1 (centres undefined) was read as HIV RNase H inh -10.0 and RmlC RmlD mix 5.2.
For Cc1oc(-c2ccccc2)nc1C(=O)Nc1nccs1 the results were HIV RNase H inh 8.1 and RmlC RmlD mix -13.6.
For COC(=O)CN(c1ccc(OC)cc1)S(=O)(=O)c1ccc(OC)c(OC)c1 the results were HIV RNase H inh -4.7 and RmlC RmlD mix 6.9.
CNC(C(=O)c1ccccc1)C(OC(C)C)c1ccc(Cl)cc1 (centres undefined) was read as RmlC RmlD mix -2.4.
COc1ccc(C2(C(=O)N3CCOCC3)CCCC2)cc1 was read as RmlC RmlD mix -7.8.
`COc1cc(OC)c(NC(=O)CCc2nc(-c3ccc(C)cc3)no2)cc1Cl` gave HIV RNase H inh -0.3 and RmlC RmlD mix 1.6.
Screening CNc1ncc(C(=O)c2ccc(Cl)cc2)s1 returned RmlC RmlD mix -0.6.
For Cc1[nH]n(C(N)=S)c(=O)c1N=Nc1ccc(S(=O)(=O)N2CCCCCC2)cc1 the results were RmlC RmlD mix 6.0.
For CCN1c2ccccc2-c2nc3ccccc3n2C1c1ccco1 (centres undefined) the results were RmlC RmlD mix -15.9.
C=C(Br)Cn1c(CCC)nc2ccccc21 was read as HIV RNase H inh -43.2 and RmlC RmlD mix 30.7.
Screening COc1ccc(Cl)cc1NC(=O)c1ccccc1C returned RmlC RmlD mix 6.7.
For CN(c1ccc(C(=O)N2CCN(c3ccc(F)cc3)CC2)cc1)S(C)(=O)=O the results were HIV RNase H inh -2.9 and RmlC RmlD mix -4.8.
For COc1cccc(/C=N/Nc2nc(Nc3ccccc3)nc(-n3nc(C)cc3C)n2)c1O the results were RmlC RmlD mix 0.5.
Screening CCOP(=O)(OCC)c1nc(/C=C/c2ccccc2)oc1NCc1ccc(OC)cc1 returned RmlC RmlD mix 3.4.
`COc1cccc(-c2csc3nc[nH]c(=O)c23)c1` gave HIV RNase H inh -26.1 and RmlC RmlD mix -7.5.
`CCOC(=O)C1CCCN(C(=S)Nc2cc(C)cc(C)c2)C1` (centres undefined) gave RmlC RmlD mix -30.5.
Screening O=C(CS(=O)(=O)Cc1ccccc1)N1CCN(Cc2ccc3c(c2)OCO3)CC1 returned HIV RNase H inh 7.7 and RmlC RmlD mix 10.7.

Entries above with two or more sulfur atoms, in the order listed:
For O=C(NCc1ccc2c(c1)OCO2)C1CCN(S(=O)(=O)c2cccs2)CC1 the results were HIV RNase H inh 6.5 and RmlC RmlD mix 8.2.
For Cc1[nH]n(C(N)=S)c(=O)c1N=Nc1ccc(S(=O)(=O)N2CCCCCC2)cc1 the results were RmlC RmlD mix 6.0.

The listing continues.
Screening C=CCSc1nc(O)c(CC)c(=O)n1C(C)CC (centres undefined) returned HIV RNase H inh 3.8 and RmlC RmlD mix -9.1.
Screening Cc1cc(C)n(-c2nc(NCCCO)c3c4c(sc3n2)CCCC4)n1 returned HIV RNase H inh 8.1 and RmlC RmlD mix 10.8.
For O=c1[nH]c(SCc2ccccc2Cl)nc2c1CCC2 the results were HIV RNase H inh -42.5 and RmlC RmlD mix 8.6.
For CCCOC(=O)c1c(NC(=O)/C=C/c2cnn(C)c2C)sc(C(=O)OC)c1C the results were RmlC RmlD mix -42.7.
CSc1oc(-c2ccccc2)nc1S(=O)(=O)c1ccc(F)cc1 was read as HIV RNase H inh -24.2 and RmlC RmlD mix -11.1.
Screening CC(=O)Nc1cccc(C(=O)Nc2ccccc2N2CCOCC2)c1 returned RmlC RmlD mix -10.0.
For Cc1cc(Nc2ccc(F)cc2F)n2ncnc2n1 the results were HIV RNase H inh -7.3.
Screening Cc1oc(-c2ccccc2Cl)nc1CSCC(=O)NC1CC1 returned HIV RNase H inh -22.4 and RmlC RmlD mix -4.4.
`O=C(CSc1nc2scc(-c3ccco3)c2c(=O)n1-c1ccccc1)NCC1CCCO1` (centres undefined) gave HIV RNase H inh 21.6 and RmlC RmlD mix -9.1.
`CC1(C)Cc2c(C#N)c(SCCC#N)nc(N3CCOCC3)c2CS1` gave HIV RNase H inh -21.0 and RmlC RmlD mix -7.9.
`Cc1cc(NC(=O)CS(=O)(=O)c2cn(C)c3ccccc23)no1` gave RmlC RmlD mix -6.1.
Screening CCCn1c(NC(=O)C2COc3ccccc3O2)nc2ccccc21 (centres undefined) returned HIV RNase H inh 22.3 and RmlC RmlD mix -6.0.
For CCN(C(=O)COc1cc(=O)n(C)c2ccccc12)c1cccc(Cl)c1 the results were HIV RNase H inh -19.8 and RmlC RmlD mix 7.6.
For COc1cccc2[nH]c3c(N4CCC(C)CC4)ncnc3c12 the results were HIV RNase H inh 4.1 and RmlC RmlD mix 17.4.
For COc1cccc(C2=NOC(C(=O)Nc3cc(OC)c(OC)c(OC)c3)C2)c1 (centres undefined) the results were HIV RNase H inh -13.9 and RmlC RmlD mix 10.2.
`O=C(NC1CCCCC1)C1CCN(S(=O)(=O)c2cccs2)CC1` gave HIV RNase H inh 7.5 and RmlC RmlD mix 21.0.
O=C(Cc1cccc2ccccc12)NCC1CCCO1 (centres undefined) was read as RmlC RmlD mix -10.1.
For COc1ccc(Br)cc1[C@H]1[C@H]2C=CC[C@@H](C)[C@@H]2C(=O)N1Cc1ccccc1 the results were RmlC RmlD mix -11.1.
Cc1cc(NC(=O)CSc2nc3ccsc3c(=O)n2CCCCC(=O)O)no1 was read as HIV RNase H inh 0.4 and RmlC RmlD mix -7.0.
`CC1Oc2ccccc2OC1C(=O)Nc1ccccn1` (centres undefined) gave RmlC RmlD mix -9.6.
Screening COc1ccccc1-c1noc(CCC(=O)Nc2cc(C(F)(F)F)ccc2Cl)n1 returned HIV RNase H inh 10.8 and RmlC RmlD mix 6.7.
Screening Cc1cccc(N2CCN(S(=O)(=O)c3ccc4c(c3)CCC(=O)N4)CC2C)c1 (centres undefined) returned HIV RNase H inh 6.5 and RmlC RmlD mix -1.3.
`CC1(C)CN2C(=S)N(c3ccccc3)C(c3ccccc3)N2C1` (centres undefined) gave RmlC RmlD mix -15.8.
Screening CCc1cc(=O)oc2cc(OS(C)(=O)=O)ccc12 returned RmlC RmlD mix -3.0.
For COc1ccc2cc(C(=O)Nc3ccc(F)cc3)sc(=O)c2c1OC the results were RmlC RmlD mix -5.2.
Screening Cn1c(C(=O)NCCN2CCOCC2)cc2c(=O)n(C)c3ccccc3c21 returned HIV RNase H inh -4.8 and RmlC RmlD mix -7.0.
CN(Cc1c(F)cccc1Cl)c1nnnn1-c1ccccc1 was read as HIV RNase H inh -56.4 and RmlC RmlD mix -8.1.
`Cn1c(C(=O)NCCN2CCc3ccccc3C2)cc2c(=O)[nH]c3ccccc3c21` gave HIV RNase H inh -29.2 and RmlC RmlD mix -40.0.
`CCn1c(=O)cc(C(=O)OC)sc1=Nc1ccc(F)c(F)c1` gave HIV RNase H inh -9.6 and RmlC RmlD mix -6.8.
Nc1ccc(-c2nc3ccc(N)cc3o2)cc1 was read as HIV RNase H inh -12.2 and RmlC RmlD mix 103.9*.
For O=C(NC(NCCCN1CCOCC1)(C(F)(F)F)C(F)(F)F)C1CCCCC1 the results were HIV RNase H inh -9.3 and RmlC RmlD mix -9.9.
CCCCOC(=O)C1[C@H]2C(=O)N(c3ccccc3CC)C[C@]23C=C[C@H]1O3 (some centres undefined) was read as HIV RNase H inh -31.2.
Screening O=C1CC(Sc2ncccn2)C(=O)N1c1ccccc1 (centres undefined) returned RmlC RmlD mix 14.0.
`COc1ccccc1NC(=S)NNC(=O)c1ccccc1` gave RmlC RmlD mix 22.2.
For COc1cc(C(=O)NCCN2CCCC2)cc(OC)c1OC the results were RmlC RmlD mix 3.2.
`CN(Cc1ccccc1)C(=O)COc1cc(=O)n(C)c2ccccc12` gave RmlC RmlD mix 9.1.

Among those listed so far, 3 have a furan ring, fused or not.
For COc1ccc(/C=N/NC(=O)c2ccc(Cn3cc([N+](=O)[O-])cn3)o2)cc1O the results were RmlC RmlD mix 11.5.
For CCN1c2ccccc2-c2nc3ccccc3n2C1c1ccco1 (centres undefined) the results were RmlC RmlD mix -15.9.
`O=C(CSc1nc2scc(-c3ccco3)c2c(=O)n1-c1ccccc1)NCC1CCCO1` (centres undefined) gave HIV RNase H inh 21.6 and RmlC RmlD mix -9.1.

(listing goes on)
O=C(CN(Cc1ccccc1)S(=O)(=O)c1ccc(F)cc1)NCCC1=CCCCC1 was read as RmlC RmlD mix 11.2.
`Cc1ccccc1NC(=O)Cn1cccc1` gave HIV RNase H inh -3.6 and RmlC RmlD mix -8.2.
`COC(=O)c1ccc(N2C(=O)CC(N3CCOCC3)C2=O)cc1` (centres undefined) gave HIV RNase H inh -2.9 and RmlC RmlD mix 13.5.
For Cc1ccc(/C=N/NC(=O)c2c[nH]c3ccccc23)s1 the results were RmlC RmlD mix 10.4.
O=C(O)c1cc(NCc2ccccc2)ccc1N1CCOCC1 was read as RmlC RmlD mix -7.7.
For COc1cc(C(=O)Nc2ccc3c(c2)C(=O)N(CCC(=O)O)C3=O)cc(OC)c1OC the results were HIV RNase H inh -5.8 and RmlC RmlD mix -7.8.
For Cc1cc(C)n2ncc(C(=O)NCc3cccnc3)c2n1 the results were HIV RNase H inh -13.1 and RmlC RmlD mix 6.8.
For CCNc1nc(SC(C)C(=O)Nc2ccccc2)nc(N2CCOCC2)n1 (centres undefined) the results were HIV RNase H inh -11.7 and RmlC RmlD mix -14.0.
For COc1cccc(CNc2ccc(S(N)(=O)=O)cc2)c1OC the results were HIV RNase H inh -19.6 and RmlC RmlD mix -9.0.
For O=C(c1ccccc1)c1ccc(N2CCOCC2)c(NC(=O)c2ccco2)c1 the results were HIV RNase H inh -2.6 and RmlC RmlD mix 5.8.
Screening COc1ccc(Nc2ncnc3nc[nH]c23)cc1OC returned HIV RNase H inh 0.8 and RmlC RmlD mix -4.5.
`O=S(=O)(c1ccc2oc3ccccc3c2c1)N1CCOCC1` gave RmlC RmlD mix -8.4.

Fetched by structure from the list above, 3 records:
For Cc1ccc(/C=N/NC(=O)c2c[nH]c3ccccc23)s1 the results were RmlC RmlD mix 10.4.
For O=C(c1ccccc1)c1ccc(N2CCOCC2)c(NC(=O)c2ccco2)c1 the results were HIV RNase H inh -2.6 and RmlC RmlD mix 5.8.
`O=S(=O)(c1ccc2oc3ccccc3c2c1)N1CCOCC1` gave RmlC RmlD mix -8.4.

Back to the main list, starting two compounds before the break.
Screening COc1ccc(Nc2ncnc3nc[nH]c23)cc1OC returned HIV RNase H inh 0.8 and RmlC RmlD mix -4.5.
`O=S(=O)(c1ccc2oc3ccccc3c2c1)N1CCOCC1` gave RmlC RmlD mix -8.4.
Screening COc1ccc(NC(=O)c2cc(-c3ccc(C)o3)nc3ccccc23)cc1OC returned HIV RNase H inh 15.4 and RmlC RmlD mix -6.8.
Screening O=C(Cc1csc(N2CCOCC2)n1)N/N=C/c1ccc(Cl)cc1Cl returned RmlC RmlD mix 8.9.
For Cc1cc(N)ccc1N1CCCC1 the results were RmlC RmlD mix -6.7.
For CCCNC(=O)NC(=O)CSc1nnc(-c2ccncc2)n1CC the results were HIV RNase H inh -1.6 and RmlC RmlD mix -6.1.
For CN1OC(COC(=O)c2ccc(Cl)cc2)CC1c1ccccc1 (centres undefined) the results were RmlC RmlD mix -1.0.
Screening CC(C)(C)c1nc(SCC(=O)Nc2ccc3c(c2)OCCO3)c2ccccc2n1 returned RmlC RmlD mix 9.5.
Screening N#Cc1c(NC(=O)c2ccc(-c3ccccc3[N+](=O)[O-])o2)sc2c1CCCC2 returned RmlC RmlD mix -8.5.
`O=C(Nc1ccc(S(=O)(=O)N2CCOCC2)cc1)C1COc2ccccc2O1` (centres undefined) gave HIV RNase H inh 0.2 and RmlC RmlD mix -8.8.
COC(=O)C1=C(CCc2ccccc2)NC(=O)NC1c1ccc([N+](=O)[O-])cc1 (centres undefined) was read as RmlC RmlD mix 7.5.
Screening O=C(O)C(O)c1ccccc1 (centres undefined) returned RmlC RmlD mix -34.0.
`COc1ccc(Nc2nnc(C)c3ccccc23)cc1C(N)=O` gave HIV RNase H inh -10.5 and RmlC RmlD mix -12.1.
For CCc1ccc2nc3n[nH]c(N)c3cc2c1 the results were RmlC RmlD mix 6.4.
Screening COc1ccccc1OCc1ccc(C(=O)NCc2cccnc2)o1 returned RmlC RmlD mix -16.2.
Screening N#Cc1c(N)oc(-c2ccco2)c1-c1ccco1 returned HIV RNase H inh -44.7 and RmlC RmlD mix -32.8.
`O=C(CCC(=O)N1CCN(c2ccccn2)CC1)Nc1nnc(C2CCCCC2)s1` gave HIV RNase H inh 5.2 and RmlC RmlD mix 4.6.
For CC(C)CSc1nc(N2CCOCC2)c2c(c1C#N)CC(C)(C)SC2 the results were HIV RNase H inh 6.6 and RmlC RmlD mix 8.0.
For NC(=O)C1(S(=O)(=O)c2ccccc2)CCCCC1 the results were HIV RNase H inh -3.8 and RmlC RmlD mix -5.8.
For CCn1c(SCC(=O)NC(C)C)nnc1-c1cccs1 the results were RmlC RmlD mix -5.2.
COc1ccccc1NC(=O)NCc1ccc2c(c1)OCO2 was read as HIV RNase H inh -0.8 and RmlC RmlD mix -12.2.
Screening Cc1nc2ncnn2c(C)c1CCC(=O)NCc1ccc2c(c1)OCO2 returned HIV RNase H inh -12.0 and RmlC RmlD mix -5.0.

From PubChem
